DAGLB inhibitor = diacylglycerol lipase beta (human) inhibition | Q8NCG7 | HEK293T DAGLB membrane lysate, EnzChek fluorogenic substrate | inhibition, % at 5.17 µM | 0.059% of 340,000 active; in the data active = inhibition above about 34%;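 note: 0% = enzyme with vehicle and 100% = wells lacking enzyme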
Target sequence (Q8NCG7 whole entry, looked up): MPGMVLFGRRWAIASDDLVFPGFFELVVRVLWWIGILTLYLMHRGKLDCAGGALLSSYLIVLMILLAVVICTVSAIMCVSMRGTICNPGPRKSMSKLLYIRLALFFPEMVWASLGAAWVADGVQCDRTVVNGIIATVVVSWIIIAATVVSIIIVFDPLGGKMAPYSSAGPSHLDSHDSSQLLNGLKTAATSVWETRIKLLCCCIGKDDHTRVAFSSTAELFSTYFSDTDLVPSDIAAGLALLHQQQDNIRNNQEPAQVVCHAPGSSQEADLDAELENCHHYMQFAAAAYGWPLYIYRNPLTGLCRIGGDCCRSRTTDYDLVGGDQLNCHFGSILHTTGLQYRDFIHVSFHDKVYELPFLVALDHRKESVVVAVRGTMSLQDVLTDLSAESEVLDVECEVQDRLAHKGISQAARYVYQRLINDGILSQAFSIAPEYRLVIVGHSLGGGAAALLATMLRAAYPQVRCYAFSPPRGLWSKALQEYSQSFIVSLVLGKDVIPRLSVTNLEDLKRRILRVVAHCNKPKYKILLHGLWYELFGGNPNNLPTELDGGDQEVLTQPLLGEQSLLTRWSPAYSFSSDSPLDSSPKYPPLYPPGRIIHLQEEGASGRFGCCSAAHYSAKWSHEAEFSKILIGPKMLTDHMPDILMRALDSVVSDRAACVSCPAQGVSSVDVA
PKA-R2B activ = activates the human PKA-R2B holoenzyme complex; PKA-R2B holoenzyme dissociation, Cy5-IP20 fluorescence polarization; R2B truncated from residue 108, S112A mutant; 0% DMSO only, 100% 113 µM cGMP; activation, % at 11.4 µM; 0.079% of 340,000 active; AID 504700;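 active = activation above a cutoff set at the mean over all compounds plus 3 SD, cut at about 18% in these data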;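 note: higher means more holoenzyme dissociation and a rise in polarization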
Rtt109 HAT inh = inhibitors of Candida albicans Rtt109/Vps75 histone acetyltransferase; Q5AAJ8; purified Rtt109/Vps75, ThioGlo CoA-SH fluorescence, 4 h; inhibition, % at 34.9 µM; 0.16% of 330,000 active; AID 540336;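 active = inhibition of at least 50% in every replicate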
Target sequence (Q5AAJ8 whole entry, looked up): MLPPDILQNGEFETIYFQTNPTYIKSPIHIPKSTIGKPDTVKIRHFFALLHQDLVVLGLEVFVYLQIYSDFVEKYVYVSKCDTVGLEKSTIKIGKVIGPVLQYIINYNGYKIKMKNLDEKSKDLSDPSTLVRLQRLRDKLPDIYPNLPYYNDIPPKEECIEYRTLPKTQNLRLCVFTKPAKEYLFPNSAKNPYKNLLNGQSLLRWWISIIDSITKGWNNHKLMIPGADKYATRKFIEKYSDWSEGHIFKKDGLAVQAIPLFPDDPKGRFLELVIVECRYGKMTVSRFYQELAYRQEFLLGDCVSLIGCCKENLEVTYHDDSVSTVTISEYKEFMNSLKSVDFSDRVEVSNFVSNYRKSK
* hit, by the source's call; / = no result given. A portion of the library. The share of hits here may be higher or lower than overall.

Compound	PKA-R2B activ	DAGLB inhibitor	Rtt109 HAT inh
CCn1c(N2CCN(CC(=O)c3c(C)n(C)c4ccc(OC)cc34)CC2)nc2c1c(=O)[nH]c(=O)n2C	/	/	-4
c1ccc2c3c(c(CN4CCCCC4)cc2c1)COC3	/	/	1
COc1ccc(C(C)N2CC34C=CC(O3)C(C(=O)OCC(C)C)C4C2=O)cc1 (centres undefined)	/	/	-2
CC1=C(C(=O)N(C)C)CC(CC(=O)NC2CCCC2)C(=O)N1Cc1ccc(F)cc1 (centres undefined)	-2	-4	/
CC(C)NC(=O)C1CCN(Cc2cccc(OCc3ccccc3)c2)CC1	0	0	/
O=C(CN1CCN(C(=O)CNC(=O)c2ccc(N3CCCC3=O)cc2)CC1)Nc1cccc(F)c1	8	-5	/
C#CCN(Cc1ccco1)C(=O)c1cc(COc2cccc3cccnc23)on1	1	-4	/
CCOc1ccccc1NC(=O)CCNC(=O)C1CCN(S(=O)(=O)c2ccccc2)CC1	-1	3	/
Cc1ccc([C@H]2C[C@@H](n3cc(-c4ccc(F)cc4)nn3)[C@H](O)CN2Cc2cccs2)cc1	-2	-1	/
CCc1ccc(/C=C2/SC(=S)N(CCCC(=O)Nc3cccc(C(=O)O)c3)C2=O)cc1	-9	8	/
COc1cc2ccc(C(C)=NNC(N)=S)cc2cc1OC	-4	0	/
COC(=O)C[C@@H]1C[C@@H]2c3cc(NC(=O)NC4CCCCC4)ccc3O[C@@H]2[C@H](CO)O1	-9	-1	/
COC(=O)c1c(NC(=O)c2ccc(C(=O)c3ccccc3)cc2)sc2c1CC(C)(C)NC2(C)C	-3	0	/
CCCCCCN1C[C@H](n2cc(-c3ccc(F)cc3)nn2)[C@@H](O)C[C@@H]1c1ccc(Cl)cc1	-8	-9	/
O=C(CSc1nnc(C2CC2)n1C1CC1)N1CCN(c2ccc(O)cc2)CC1	2	-1	/
COc1ccc(C(=O)NC(C(=O)N2CCN(C/C=C/c3ccccc3)CC2)C(C)C)cc1 (centres undefined)	-4	-1	/
Cn1c(=O)c2c(ncn2CC(=O)OCC(=O)Nc2cccc(C#N)c2)n(C)c1=O	-7	-1	/
CCCCN1C(=O)C(CC(=O)NC(c2ccccc2)c2ccccc2)CC(C(=O)N(CC)CC)=C1C (centres undefined)	6	-1	/
C[C@@H]1CCCCO[C@@H](CN(C)CC2CCCCC2)[C@@H](C)CN([C@H](C)CO)C(=O)c2cc(NS(=O)(=O)c3ccc(Cl)cc3)ccc2O1	5	1	/
COc1cccc(NC(=O)N(C)C[C@H]2Oc3cc(Br)ccc3S(=O)(=O)N([C@H](C)CO)C[C@H]2C)c1	-7	0	/
O=[N+]([O-])c1cc2ncccc2c2ncccc12	7	-1	/
Cc1nc(SCC(=O)Nc2sccc2C(N)=O)c2c(C)c(C)sc2n1	-1	0	/
C[C@@H]1CN([C@H](C)CO)C(=O)CCCn2nncc2CO[C@H]1CN(C)Cc1ccccc1C(=O)O	5	-1	/
CC(C)n1ncc2c(C(=O)N3CCN(S(=O)(=O)c4cccc(F)c4)CC3)cc(C3CC3)nc21	-9	-8	/
N=c1c2ccccc2nc2n1CCCCCCC2	-4	0	/
CC(C)C1C(=O)N(Cc2cn(Cc3ccco3)nn2)CCS(=O)(=O)N1Cc1ccc(-c2cccc(N(C)C)c2)cc1 (centres undefined)	-8	0	/
CCN(C(=O)Cn1cc(C(F)(F)F)ccc1=O)C1CCS(=O)(=O)C1 (centres undefined)	-10	-2	/
Oc1c(C(c2ccccc2)N2CCCCC2)ccc2ccccc12 (centres undefined)	-3	-3	/
O=C(Cc1ccc(Br)cc1)Nc1cccc(S(=O)(=O)N2CCCCC2)c1	-4	-1	/
N#CCC(C(=O)c1cccnc1)c1ccccc1 (centres undefined)	5	-4	/

Overlap with the part before: three compounds; new compounds follow.
Compound	PKA-R2B activ	DAGLB inhibitor	Rtt109 HAT inh
Oc1c(C(c2ccccc2)N2CCCCC2)ccc2ccccc12 (centres undefined)	-3	-3	/
O=C(Cc1ccc(Br)cc1)Nc1cccc(S(=O)(=O)N2CCCCC2)c1	-4	-1	/
N#CCC(C(=O)c1cccnc1)c1ccccc1 (centres undefined)	5	-4	/
COCOCCn1cc(CN2CCS(=O)(=O)N(Cc3ccc(-c4ccc(F)cc4)cc3)C(C(C)C)C2=O)nn1 (centres undefined)	-1	0	/
CC(C)(C)C1CCNC(=O)CC1 (centres undefined)	-2	-8	/
COc1ccc2c(c1)CCC1(C)CC(=O)C=C21 (centres undefined)	2	-2	/
N#Cc1ccc(-c2nc3ccc(Br)cn3c2Cc2ccccc2)cc1	-1	-2	/
Cc1c(Cl)cccc1NC(=S)NC(=O)c1ccccc1	-4	-11	/
COc1ccccc1Nc1cc(C)nc2c(C)cccc12	9	1	/
CCOC(=O)C1CCN(C(=O)c2ccccc2)c2scc(-c3ccccc3)c2C1=O (centres undefined)	-6	-21	/
O=S1(=O)CC(c2ccccc2)=NN=C(c2ccccc2)C1	4	-6	/
O=S(=O)(CCN1CCN(c2ccccc2O)CC1)c1ccc(Cl)cc1	1	-5	/
O=C(CSc1nc2[nH]ncc2c(=O)[nH]1)Nc1cc(C(F)(F)F)ccc1Cl	6	0	/
O=C(NC1CCOC1=O)OCc1ccccc1 (centres undefined)	-1	0	/
O=C(C[C@H]1C(=O)N(Cc2cccnc2)C[C@@H]1Cc1ccccc1)Nc1ccccc1	10	-1	/
COc1ccc(C(C)C)cc1S(=O)(=O)Nc1cccnc1	-10	-1	/
CCCCCCn1c(=O)n2n(c1=O)[C@@H]1CN(S(=O)(=O)c3ccc(C)cc3)C[C@]1(O)[C@@H](OC(=O)Nc1c(C)noc1C)C2	-7	-1	/
CCN1C(=O)[C@H]2[C@@H](c3ccc(C(F)(F)F)cc3)N[C@]3(CCCN(Cc4ccc(Cl)cc4)C3=O)[C@H]2C1=O	0	-2	/
C[C@@H]1CN([C@@H](C)CO)C(=O)c2cc(Br)cnc2O[C@H]1CN(C)Cc1ccc(-c2ccccc2)cc1	1	-5	/
O=C(Cn1sc2ccccc2c1=O)Nc1ccccc1	-3	-4	/
CC(=NCc1ccccc1)c1ccccc1O	-14	-2	/
COc1ccc(CN2C(=O)C(CC(=O)NCC3CCCCC3)CC(C(=O)N(C(C)C)C(C)C)=C2C)cc1 (centres undefined)	-4	-1	/
Cc1ccc(C(=O)OCC(=O)Nc2cc(Cl)ccc2C#N)o1	0	2	/
COc1ccc(C(CNC(=O)c2ccc(OCc3cscn3)cc2)N2CCCC2)cc1 (centres undefined)	4	-4	/
Cc1cn([C@H]2C[C@H](O)[C@@H](CNCc3cccn3-c3nccs3)O2)c(=O)[nH]c1=O	3	-3	/
CCN(C(=O)c1c([N+](=O)[O-])cnn1C)c1ccccc1	-1	-3	/
C[C@@H]1CN([C@@H](C)CO)C(=O)c2cc(NS(C)(=O)=O)ccc2O[C@@H](C)CCCCO[C@H]1CN(C)C(=O)Nc1ccc2c(c1)OCO2	4	0	/
Cc1ccc(S(=O)(=O)N2CCC(C(=O)NCCN3CCOCC3)CC2)cc1	-8	0	/
CCc1cc(-c2cnnn2Cc2ccccc2)ccc1-c1cn(CC(C)C)nn1	-1	-3	/
C[C@@H]1CN([C@@H](C)CO)S(=O)(=O)c2ccc(-c3ccccc3)cc2O[C@@H]1CN(C)Cc1ccccc1C(=O)O	8	1	/
Cc1cnc(CN(C)C(=O)C2CCC(=O)N(CCc3ccc(Cl)cc3)C2)[nH]1 (centres undefined)	3	-3	/
O=C1CCC(C(=O)N(CCO)Cc2ccccc2)CN1CCc1cccc(F)c1 (centres undefined)	0	0	/
O=C(CN1CCN(S(=O)(=O)c2ccc(Br)s2)CC1)N1CCc2ccccc21	0	-5	/
COc1ccc(OC)c(C=Cc2ccc([N+](=O)[O-])cc2)c1	3	-8	/
Cc1nc(Cc2nnc(SC(C)C(=O)Nc3ccccc3)o2)cs1 (centres undefined)	2	-3	/
Cc1cccc(C#CC2=CC(=O)CC(C)(C)C2)c1	-6	-10	/
CCC(=O)Nc1ccc(S(=O)(=O)NC[C@H]2O[C@@H](n3cc(C)c(=O)[nH]c3=O)C[C@@H]2O)cc1	-2	1	/
CNC[C@H]1OCCCC[C@H](C)Oc2ccc(NC(=O)CCCN(C)C)cc2C(=O)N([C@H](C)CO)C[C@@H]1C	7	1	/
CCN(CC)CCCC(C)n1c(C)cc(C(=O)NS(=O)(=O)c2ccc(C)cc2)c1C (centres undefined)	2	2	/
Cc1ccc(S(=O)(=O)N2CCOCC2)cc1NC(=O)c1ccncc1	0	-1	/
CC1(c2cccc(Br)c2)NC(=O)N(CC(=O)Nc2ccc(N3CCCCC3)cc2)C1=O (centres undefined)	-13	3	/
O=C(CSc1ccc(Cl)cc1)Nc1ccccc1	-4	-5	/
O=C(c1ccc2ccccc2c1O)N1CCCCC1	-2	-12	/
O=C(NC(=S)Nc1c(Cl)cc(Cl)cc1Cl)c1ccccc1	-1	-7	/
COc1ccc(C(=O)NCCCN2CCCC2=O)cc1S(=O)(=O)N1CCOCC1	-1	-2	/
COC(=O)C(c1ccccc1)C(CC(=O)c1ccccc1)c1ccccc1 (centres undefined)	-9	-11	/
COc1ccc(CN2C(=O)C(CC(=O)NC3CCCCC3)CC(C(=O)N(C(C)C)C(C)C)=C2C)cc1 (centres undefined)	-3	-1	/
CCC[C@H]1CN(c2ccccc2)C(=O)[C@@H]1CC(=O)Nc1ccc(Br)cc1	-8	0	/
CCN(CC)CCCn1c2c(c(SCC(=O)Nc3cc(C)cc(C)c3)nc1=O)CCC2	-2	-12	/
COc1cc(NS(=O)(=O)c2ccc(-n3cccn3)cc2)cc(OC)c1	-6	-2	/
COc1ccc(OC)c(NCCN2C(=O)c3ccccc3C2=O)c1	-12	-3	/
O=C(c1cccs1)N1C[C@@H](O)[C@H](n2cc(-c3ccc(F)cc3)nn2)C[C@@H]1c1ccccc1	-19	-3	/
CC(=O)N1N=C(c2ccc(Br)cc2)CC1c1ccc(Br)cc1 (centres undefined)	0	0	/
CCCc1c(C(=O)N/N=C/c2ccc(-c3ccccc3)cc2)nnn1-c1nonc1N	-4	0	/
CN1C(=O)[C@H]2[C@@H](c3ccc(C(F)(F)F)cc3)N[C@]3(CCCN(Cc4cccn4C)C3=O)[C@H]2C1=O	-4	1	/
C[C@H](CO)N1C[C@H](C)[C@@H](CN(C)Cc2ccc3c(c2)OCO3)OCc2cnnn2CCCC1=O	7	-1	/
Cc1ccc([C@@H]2C[C@H]3[C@@H](CN2S(=O)(=O)c2ccc(C)cc2)C(=O)C[C@@H](c2ccc(Cl)cc2)N3S(=O)(=O)c2ccccc2C)cc1	-7	-13	/
Cc1cc(S(=O)(=O)Nc2ccc(C(=O)NC3CC3)cc2)ccc1F	-4	-1	/
O=C(CN1CCN(C(=O)c2cc(C3CC3)nn2-c2ccccc2)CC1)Nc1ccc(F)cc1	3	1	/
C[C@@H]1CN([C@@H](C)CO)C(=O)c2cc(Br)cnc2O[C@H]1CN(C)C(=O)Nc1ccccc1	-1	2	/
CC1=C(C(=O)N(C(C)C)C(C)C)CC(CC(=O)NC2CCCCC2)C(=O)N1Cc1ccccc1 (centres undefined)	-13	-2	/
Cc1ccnc(NCc2cc(Cl)ccc2O)c1	-12	-1	/
Cc1ccnc(NCc2cc(Cl)cc(Cl)c2O)c1	-3	-3	/

Complete entries as entered above. Order of screens: PKA-R2B activ | DAGLB inhibitor | Rtt109 HAT inh
Cc1nc(Cc2nnc(SC(C)C(=O)Nc3ccccc3)o2)cs1 (centres undefined) in the list: 2 | -3 | /
Cc1ccnc(NCc2cc(Cl)ccc2O)c1 in the list: -12 | -1 | /

Further entries follow.
Compound	PKA-R2B activ	DAGLB inhibitor	Rtt109 HAT inh
CCCNC(=O)c1cc(S(=O)(=O)N2CCC3(CC2)OCCO3)ccc1F	1	1	/
Cc1cccc(CSCC(=O)N2CCN(S(=O)(=O)c3ccccc3C#N)CC2)c1	-5	-2	/
C[C@H]1CN([C@@H](C)CO)C(=O)CCCn2nncc2CO[C@H]1CN(C)C(=O)Nc1ccc2c(c1)OCO2	4	-2	/
CC1=C(C(=O)N(C)C)CC(CC(=O)NCc2cccc3ccccc23)C(=O)N1CCC1=CCCCC1 (centres undefined)	3	-2	/
CCN(CC(=O)Nc1ccccc1C(F)(F)F)C(=O)c1ccc(NC(=O)c2cccs2)cc1	0	1	/
COc1ccc(-c2ccc(CN3C(C(C)C)C(=O)N(Cc4cn(CC5CCCCC5)nn4)CCS3(=O)=O)cc2)cn1 (centres undefined)	14	8	/
CC(C)(C)OC(=O)N1CCc2onc(-c3ccc(Cl)cc3)c2C1=O	-3	-14	/
O=C(O)c1c[nH]c2nccnc12	-9	-2	/
CN1OC[C@@H]2CN(C(=O)c3ccco3)[C@H](c3ccc(-c4ccc(C#N)cc4)cc3)C[C@@H]21	-8	-3	/
CC1Sc2ccc(C(=O)N(CCc3ccccc3)Cc3ccccc3)cc2NC1=O (centres undefined)	-4	2	/
O=S1(=O)CCN(Cc2cccnc2)CC1	8	-1	/
Cc1nc2ccccn2c(=O)c1NC(=O)COc1ccccc1	-5	-2	/
CC1(C)CC(NC(=O)c2ccc(F)cc2)CC(C)(C)N1	-3	-3	/
